Source: PubChem BioAssay
RXFP1 ag: qHTS Assay for Agonists of the Relaxin Receptor RXFP1. HEK293T-RXFP1 cAMP TR-FRET, 30 min; response scale: percent of porcine relaxin response, buffer zero. Potency, µM (titrated, usually from 57.5 µM), inactives show top-dose activation, hits mostly activators. Relaxin receptor 1 (Homo sapiens), Q9HBX9. actives 0.3% (n = 370,000); also: % is scaled to controls: 0 for no effect and ±100 for the full control effect; nearly all actives have a fitted effect of over 60% in size; many of its hits are not listed in these tables
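Agonist response is measured as cAMP accumulation in an RXFP1-transfected HEK293T line under PDE4 inhibition. Values are scaled between buffer-only and 29 nM porcine relaxin, and EC50s come from standard Hill equation fits.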
RGS4 inh: Inhibitors of Regulator of G Protein Signaling (RGS) 4: qHTS; Potency, µM (top dose mostly 114 µM), for inactives: at the highest dose activity change, negative = inhibition, actives largely listed as inhibitors; actives 0.039% (n = 390,000); Regulator of G-protein signaling 4 (Homo sapiens), P49798; Transcreener GDP fluorescence polarization, RGS4-accelerated GTP hydrolysis; also: % is scaled to controls: 0 for no effect and ±100 for the full control effect; nearly all actives have a fitted effect of over 75% in size; some results filed as inactive show a strong effect at the top dose
Target sequence (P49798 whole entry, looked up): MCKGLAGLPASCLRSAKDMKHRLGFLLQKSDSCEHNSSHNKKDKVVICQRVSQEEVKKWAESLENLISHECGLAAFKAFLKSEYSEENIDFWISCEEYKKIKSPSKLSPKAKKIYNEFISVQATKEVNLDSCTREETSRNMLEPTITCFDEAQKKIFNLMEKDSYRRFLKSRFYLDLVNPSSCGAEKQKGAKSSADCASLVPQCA
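MLSMR compounds (23 nl, pin-transferred) preincubated 10 min at room temperature with a 500nM (2x) first reagent, then RGS4 at 900nM (2x) plus Transcreener GDP mix added; fluorescence polarization (620/688 nm) read before and after 90 min at 30 °C.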
TrxR1 substrate: qHTS Assay for Substrates of Mammalian Selenoprotein Thioredoxin Reductase 1 (TrxR1): qHTS | Thioredoxin reductase 1, cytoplasmic (Rattus norvegicus), O89049 | purified TrxR1 substrate turnover, NADPH consumption readout | Potency, µM (doses to about 114 µM), without a hit: at the top dose activity change, negative = substrate turnover | actives 0.01% (n = 390,000); also: % is scaled to controls: 0 for no effect and ±100 for the full control effect; nearly all actives have a fitted effect of over 50% in size
Target sequence (O89049 whole entry, looked up): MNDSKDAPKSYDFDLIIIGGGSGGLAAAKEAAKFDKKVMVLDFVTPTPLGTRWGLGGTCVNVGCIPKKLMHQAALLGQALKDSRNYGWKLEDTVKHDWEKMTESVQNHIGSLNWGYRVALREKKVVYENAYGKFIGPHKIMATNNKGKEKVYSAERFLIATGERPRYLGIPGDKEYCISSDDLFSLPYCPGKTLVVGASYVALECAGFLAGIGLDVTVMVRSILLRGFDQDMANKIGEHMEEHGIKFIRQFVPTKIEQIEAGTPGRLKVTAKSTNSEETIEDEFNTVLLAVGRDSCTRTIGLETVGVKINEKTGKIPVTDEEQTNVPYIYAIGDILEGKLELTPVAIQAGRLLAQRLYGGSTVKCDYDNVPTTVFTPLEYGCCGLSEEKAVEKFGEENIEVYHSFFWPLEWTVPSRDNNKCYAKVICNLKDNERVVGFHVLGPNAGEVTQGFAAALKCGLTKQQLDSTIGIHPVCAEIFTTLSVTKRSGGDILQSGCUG
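Rat TrxR1, dispensed at 90 nM, was prereduced with 400 uM NADPH (final) for 5 min at ~22 deg C, then incubated with compound 15 min before 400 uM selenite. A first-read NADPH fluorescence drop versus no-compound background flagged substrates.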
IDH1 R132H inh: qHTS for Inhibitors of mutant isocitrate dehydrogenase 1 (IDH1): qHTS; AID 602179, 2012; actives 0.093% (n = 390,000); Potency, µM (top dose mostly 76.6 µM), for inactives: at the highest dose activity change, negative = inhibition, most hits filed as inhibitors; Isocitrate dehydrogenase [NADP] cytoplasmic (Homo sapiens), O75874; IDH1-R132H enzyme, NADPH consumption, diaphorase/resazurin fluorescence; also: % is scaled to controls: 0 for no effect and ±100 for the full control effect; nearly all actives have a fitted effect of over 65% in size
Target sequence (O75874 whole entry R132H, stated change not applied): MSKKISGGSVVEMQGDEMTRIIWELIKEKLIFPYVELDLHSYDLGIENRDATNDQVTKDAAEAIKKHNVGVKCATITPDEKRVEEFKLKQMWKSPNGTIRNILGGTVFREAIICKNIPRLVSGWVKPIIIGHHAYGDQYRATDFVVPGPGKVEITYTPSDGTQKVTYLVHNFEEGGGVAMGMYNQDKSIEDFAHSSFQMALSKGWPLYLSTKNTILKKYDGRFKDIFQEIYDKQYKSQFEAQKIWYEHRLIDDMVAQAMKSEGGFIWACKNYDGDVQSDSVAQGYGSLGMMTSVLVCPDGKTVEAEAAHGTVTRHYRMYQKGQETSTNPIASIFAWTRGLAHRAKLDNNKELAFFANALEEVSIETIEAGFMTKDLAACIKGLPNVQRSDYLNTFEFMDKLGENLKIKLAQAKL
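IDH1-R132H (0.5 ug/mL dispensed) in pH 7.5 Tris buffer was preincubated 30 min with compound, then given a substrate mix of 0.016 mM NADPH and 2 mM alpha-KG for 80 min at room temperature; remaining NADPH was read by diaphorase/resazurin fluorescence.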
ALOX12 inh: Primary qHTS assay for inhibitors of human arachidonate 12S-lipoxygenase (ALOX12): Round 2; Polyunsaturated fatty acid lipoxygenase ALOX12 (Homo sapiens), P18054; purified 12hLO, xylenol orange hydroperoxide absorbance; Potency, µM (top dose mostly 108 µM), for the others: top-dose activity change, negative = inhibition, actives largely listed as inhibitors; actives 1.1% (n = 580,000); AID 1671190, 2021; also: % is scaled to controls: 0 for no effect and ±100 for the full control effect
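Hydroperoxide product was detected by ferrous iron/xylenol orange as the 573 to 405 nm absorbance ratio. Arachidonic acid at 40 uM (final) was turned over for 30 min at room temperature by 150 nM human 12hLO, pH 7.0 Hepes buffer, after 15 min compound preincubation.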
TrxR1 inh: qHTS Assay for Inhibitors of Mammalian Selenoprotein Thioredoxin Reductase 1 (TrxR1): qHTS; AID 588453, 2011; Potency, µM (series often up to 114 µM), without a hit: at the top dose activity change, negative = inhibition, actives largely listed as inhibitors; recombinant rTrxR1, NADPH fluorescence consumption, selenite substrate; Thioredoxin reductase 1, cytoplasmic (Rattus norvegicus), O89049; actives 1% (n = 390,000); also: % is scaled to controls: 0 for no effect and ±100 for the full control effect; nearly all actives have a fitted effect of over 65% in size
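Rat TrxR1 (90 nM in the dispensed reagent) was pre-reduced with 400 uM NADPH for 5 min at room temperature, then incubated with compound for 15 min. After 400 uM selenite was added, NADPH fluorescence (Ex 340/Em 450 nm) was followed for 8 min.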
Vif-APOBEC3F blk: qHTS for Inhibitors of Vif-A3F Interactions: qHTS; HeLa A3F-eYFP + Vif (tagged APOBEC3F with the HIV-1 protein that degrades it), YFP fluorescence increase; Potency, µM (titrated, usually from 46.1 µM), for the others: top-dose activity, negative = active; actives 0.2% (n = 390,000); AID 602313, 2012; also: % of control where 0% means no effect; nearly all actives have a fitted effect of over 65% in size
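HeLa cells stably expressing A3F-eYFP plus Vif, plated and incubated overnight at 37 deg C, then exposed to compounds overnight at 37 deg C. Blocked degradation read as raised yellow fluorescence (Ex 488/Em 500-530).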
Vif-A3G inh: qHTS for Inhibitors of Vif-A3G Interactions: qHTS; DNA dC->dU-editing enzyme APOBEC-3G (Homo sapiens), Q9HC16; HeLa A3G-eYFP + Vif (tagged APOBEC3G with the HIV-1 protein that degrades it), YFP fluorescence, overnight; Potency, µM (top dose mostly 46.1 µM), inactives show at the top dose activity, negative = active, usual class: inhibitors; actives 0.076% (n = 410,000);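 also: % is scaled to controls: 0 for no effect and ±100 for the full control effect; nearly all actives have a fitted effect of over 60% in size; hits raise eYFP signal because A3G escapes Vif-driven loss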
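Read-out is eYFP fluorescence (Ex 488/Em 500-530) from Vif-expressing HeLa A3G-eYFP cells; more signal means A3G escaped Vif-mediated degradation. Cells plated overnight, compound pinned in, incubated overnight at 37 deg C.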
USP1 inh: Inhibitors of USP1/UAF1: Primary Screen; Ubiquitin carboxyl-terminal hydrolase 1 (Homo sapiens), O94782; recombinant USP1/UAF1, Ub-Rhodamine cleavage fluorescence; Potency, µM (doses to about 57.1 µM), for inactives: at the top dose activity change, negative = inhibition, most hits filed as inhibitors; actives 0.23% (n = 390,000); also: % is scaled to controls: 0 for no effect and ±100 for the full control effect; nearly all actives have a fitted effect of over 60% in size; inactives centre near -12
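USP1/UAF1 complex at 1 nM was preincubated with compound for 15 min at room temperature, then Ub-Rho substrate (150nM final) was added. Fluorescence (480/540 nm) was read kinetically, 6 reads every 60 seconds.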
* hit, by the source's call; u = inconclusive; x = not tested or not shown; [ ] = remark or other dose. Calls follow the shape of the dose curve; as a rule, active = well fitted curve in the direction sought with a large enough effect; inconclusive = small, poorly fitted or top-dose-only effect, or another doubt; inactive = no such curve, though single readings can be large; an effect the other way counts as inactive or inconclusive. Potency is read from the fitted curve at half-maximal effect.

SMILES	RXFP1 ag	RGS4 inh	TrxR1 substrate	IDH1 R132H inh	ALOX12 inh	TrxR1 inh	Vif-APOBEC3F blk	Vif-A3G inh	USP1 inh
COCCCNC(=O)Cn1ncc2c(=O)oc3ccccc3c21	0.2%	-1%	4%	-1%	12%	14%	-5%	-3%	-15%
Cc1ccc(-c2csc(N3CCN(S(=O)(=O)c4ccc5c(c4)NC(=O)CO5)CC3)n2)cc1	0.5%	-26%	-4%	0%	-14%	2%	3%	2%	-24%
COc1cc(NC(=O)Cn2c(=O)n(CC3CCC(C(=O)NCCc4ccccc4)CC3)c(=O)c3ccccc32)cc(OC)c1 (stereo not drawn)	-2.9%	-8%	7%	10%	-22%	10%	-6%	-1%	-22%
COc1ccc(Nc2nc(NCc3ccco3)nc(N/N=C/c3ccccc3Cl)n2)cc1	-0.2%	-10%	-12%	2%	-16%	-10%	0%	0%	-16%
Cc1ccc(CN2CC(C(=O)NNC(=O)c3ccc(F)cc3)CC2=O)cc1 (stereo not drawn)	-0.6%	12%	-15%	-3%	25%	-6%	5%	1%	-2%
N#Cc1cc2c(=O)n3ccccc3nc2n(-c2nnc(SCc3ccccc3F)s2)c1=O	8.5%	-13%	60%[activator]	x	-29%	12%	x	x	-9%
COc1ccc(NC(=O)Cn2nnc(C(=O)NCCc3ccc(OC)c(OC)c3)c2N)c(OC)c1	1.4%	-15%	-2%	-7%	-6%	6%	-6%	-4%	-15%
CC(=O)N1CCC(=NNc2ccc(S(=O)(=O)N3CCOCC3)cc2[N+](=O)[O-])CC1	-0.6%	-8%	-22%	3%	-18%	u	1%	2%	-6%
CC(=O)Nc1cnn(Cc2ccc(Br)cc2)c1	-0.7%	-23%	3%	-3%	0%	9%	0%	2%	-2%
CCOc1cccc(OCCOCCNC(C)(C)C)c1	-0.6%	12%	-5%	5%	u	-7%	8%	1%	-1%
O=S(=O)(CCN1CCN(c2ccccn2)CC1)c1ccc(Cl)cc1Cl	-2.7%	-2%	9%[57.1 µM]	-7%	310%[activator]	3%[57.1 µM]	-14%	-11%	-2%
CC(C)(C)c1ccc(Cn2nnc3c(=O)[nH]c(C4CCCN(C(=O)c5cccs5)C4)nc32)cc1 (stereo not drawn)	1.8%	-15%	-10%	-15%	-27%	7%	14%	-6%	-13%
Cn1c(SCC(=O)N2CCCC2)nnc1-c1cnccn1	-0.5%	-17%	5%	10%	-10%	9%	-11%	0%	-10%
CCc1cc(=O)oc2c3c(cc(OCC(=O)NCCN4CCOCC4)c12)OC(C)(C)CC3	9.5%	3%	300%[activator]	-9%	-6%	-5%	-3%	-1%	-20%
COc1ccc(-n2c(=O)c3ccccc3n(Cc3ccccc3Cl)c2=O)cc1	11%	32%	1%	4%	-13%	11%	0%	0%	-10%
COc1ccc(CCC(C)NCC(C)c2ccccc2)cc1 (stereo not drawn)	1.0%	u	6%	5%	13%	12%[57.1 µM]	-30%	4%	-17%
Cc1ccc(-n2c(C)cc(C3=NNC(=NC4CC4)SC3)c2C)cc1C	-0.2%	-17%	4%	-2%	u	9%	-8%	-5%	-5%
CCS(=O)(=O)c1ncc(N(Cc2ccccc2)Cc2ccco2)c(C(=O)Nc2ccccc2C)n1	-1.5%	9%	-10%	-13%	u	1%	-2%	-10%	-12%
Cc1ccc2c([N+](=O)[O-])cccc2n1	2.7%	18%	-13%	2%	-19%	-18%	-9%	-1%	4%
NC(=O)c1sc2nnc(-c3ccccc3)c(-c3ccccc3)c2c1N	11%	-6%	11%[57.1 µM]	7%	8%	-4%[57.1 µM]	-8%	0%	50%[activator]
C[C@@H]1CN([C@@H](C)CO)C(=O)c2cccc(NC(=O)C3CCCCC3)c2O[C@@H]1CN(C)Cc1ccc(Cl)c(Cl)c1	x	-6%	-1%[57.1 µM]	4%	1%	-11%[57.1 µM]	-20%	-14%	u
CCOC(=O)c1c(C)sc2c1N(C(=O)CN1CCOCC1)c1cc(Cl)ccc1S2	0.2%	41%	-5%	1%	-14%	-6%[57.1 µM]	-3%	-6%	-4%
O=C(NC1CCCCC1)c1ccc2c(c1)N(Cc1cccc(F)c1)C(=O)c1ccccc1S2	0.8%	6%	-10%[57.1 µM]	1%	u	-4%[57.1 µM]	0%	0%	u
CC(C)(C)C1CCC(OCC(O)CN2CCN(c3ccccc3)CC2)CC1 (stereo not drawn)	-0.5%	-2%[11.4 µM]	-8%[57.1 µM]	2%	-18%	13%[57.1 µM]	2%	-1%	-24%
CCOCCCNC(=O)c1c[nH]c2ccc(S(=O)(=O)N(C)c3ccc(Cl)cc3F)cc2c1=O	5.6%	6%	2%[57.1 µM]	0%	-19%	13%[57.1 µM]	11%	0%	-9%
Additional structures.
SMILES	RXFP1 ag	RGS4 inh	TrxR1 substrate	IDH1 R132H inh	ALOX12 inh	TrxR1 inh	Vif-APOBEC3F blk	Vif-A3G inh	USP1 inh
COc1ccc(C[C@H]2CN3C(=NC[C@@H]3C)N2CCNC(=O)CCC2CCCCC2)cc1	1.7%	-14%	-7%[57.1 µM]	13%	5%	-1%[57.1 µM]	0%	8%	-2%
NS(=O)(=O)c1ccc(N/C=C/C(=O)c2ccc(Br)cc2)cc1	-1.1%	-12%	0%	9%	-10%	-9%	4%	1%	2%
C[C@H](OC(=O)n1ccnc1)[C@@H]1O[C@@]2(C)CCC[C@@H]1O2	-0.5%	-4%	7%	14%	-1%	11%	-2%	1%	-25%
COc1cc(C(=O)NCC2CCCCC2)ccc1OCc1c(C)noc1C	4.1%	-12%	6%	7%	24%	16%	7%	-2%	-17%
Cc1nc2c(=O)[nH]n(C)c2nc1C	x	x	x	4%	-5%	x	-3%	1%	-17%
CCn1ccnc1CN(C)Cc1cn(C)nc1-c1ccccc1F	2.6%	-5%	2%	-5%	-14%	4%	-20%	0%	-17%
COc1ccc(CCNc2oc(-c3cccc4ccccc34)nc2P(=O)(OC)OC)cc1OC	11%	-17%	850%[activator]	7%	-11%	115%[activator]	2%	-1%	u
O=C(COc1ccccc1Cl)N(Cc1cccs1)C1CCS(=O)(=O)C1 (stereo not drawn)	-2.7%	-2%	6%[0.0914 µM]	-7%	2%	9%[57.1 µM]	13%	-4%	-13%
O=c1c(N2CCN(c3ccccc3)CC2)csc2ccc(Cl)cc12	-1.8%	-30%	0%[57.1 µM]	-4%	8%	16%[57.1 µM]	4%	-2%	-31%
Cc1ccc(S(=O)(=O)Nc2cccc(-n3cnnn3)c2)cc1C(=O)O	1.6%	-4%	-1%	3%	-23%	7%	-10%	2%	-23%
CN(C)CCN(CC1CCCN(Cc2ccccc2F)C1)C(=O)c1ccc(Cl)cc1 (stereo not drawn)	-1.2%	12%	5%	-11%	0%	8%	6%	-6%	-21%
CCOC(=O)c1ccn(CSc2c(F)c(F)cc(F)c2F)n1	1.5%	-1%	-3%	-2%	26%	2%	1%	2%	-10%
COc1cc(C)ccc1OCCOc1c(C)cccc1Cl	1.3%	2%	1%	5%	-12%	1%	2%	0%	-13%
COc1ccc(C(=O)c2oc3ccccc3c2NC(=O)COc2c(C)cc(C)cc2C)cc1	2.2%	6%	65%[activator]	6%	-14%	25%	0%	1%	-30%
CC(C)CCN1CCC(Cc2ccccc2)(NC(=O)c2ccccc2)C1=O (stereo not drawn)	1.0%	-11%	11%	-4%	u	24%	3%	-8%	-24%
COc1ccc(-c2nsc(NC(=O)C(C)Oc3ccc(Cl)c(C)c3)n2)cc1 (stereo not drawn)	4.9%	-13%	1%	8%	-13%	27%	-27%	2%	-9%
COc1ccc(NC(=O)CN2CCN(C(C)=O)CC2)cc1S(=O)(=O)N1CCOCC1	x	-5%	1%	6%	-36%	-5%	1%	1%	-12%
COc1ccc(NS(=O)(=O)c2ccc(OCC(=O)N3CCOCC3)cc2)cc1Cl	-0.8%	-15%	-11%	2%	6%	-5%	2%	1%	-12%
O=C(Nc1ccccc1)OCCN1CCN(Cc2ccccc2)CCC1=O	2.9%	19%	9%[57.1 µM]	9%	7%	4%[57.1 µM]	0%	-1%	-12%
CCOC(=O)Nc1sc(C)nc1-c1ccccc1	1.2%	-5%	0%[57.1 µM]	8%	18%	-4%[57.1 µM]	0%	1%	-4%

Some of the entries so far, with two lines to a compound.
Under each structure: RXFP1 ag	RGS4 inh	TrxR1 substrate	IDH1 R132H inh	ALOX12 inh	TrxR1 inh	Vif-APOBEC3F blk	Vif-A3G inh	USP1 inh
COc1cc(C(=O)NCC2CCCCC2)ccc1OCc1c(C)noc1C
  4.1%	-12%	6%	7%	24%	16%	7%	-2%	-17%
Cc1nc2c(=O)[nH]n(C)c2nc1C
  x	x	x	4%	-5%	x	-3%	1%	-17%

Not all compounds are listed; rates above refer to the full screens.
